Bioassay records from PubChem BioAssay.
PriA SSB inh – K. pneumoniae PriA-SSBct interaction inhibition; AlphaScreen SSBct-PriA binding, biotinylated peptide; hit rate 0.6% among 430,000; inhibition, % at 33 µM; AID 1272365; in the data active = inhibition mostly above about 37%, no sharp cut-off; inactive = mostly below about 20%;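 note: plate controls were negative control peptide for no effect and reference peptide for full effect; strong numbers were not always called active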
An asterisk follows results filed as active; & = joins results of further samples. Some of the compounds tested (hit frequency here may not be typical).

The opening four compounds (preview)
Results for Cn1c2c(c(=O)n(C)c1=O)C(c1ccc(O)cc1)NC(=O)N2 (configuration not stated) ?
PriA SSB inh: 7.0

What do the screens show for `COC(=O)c1ccccc1NC(=O)c1cc2nc(C)ccc2o1`?
PriA SSB inh: -1.0

What do the screens show for `Cc1ccccc1-c1noc(C[C@H]2CCCN(C(=O)c3cc(-c4ccco4)on3)C2)n1`?
PriA SSB inh: -3.0

What do the screens show for `CCCCOc1ccc(C(=O)Nc2ccn3nccc3c2)cc1`?
PriA SSB inh: 1.0

The list itself, repeating the preview:
Results for Cn1c2c(c(=O)n(C)c1=O)C(c1ccc(O)cc1)NC(=O)N2 (configuration not stated) ?
PriA SSB inh: 7.0

What do the screens show for `COC(=O)c1ccccc1NC(=O)c1cc2nc(C)ccc2o1`?
PriA SSB inh: -1.0

What do the screens show for `Cc1ccccc1-c1noc(C[C@H]2CCCN(C(=O)c3cc(-c4ccco4)on3)C2)n1`?
PriA SSB inh: -3.0

What do the screens show for `CCCCOc1ccc(C(=O)Nc2ccn3nccc3c2)cc1`?
PriA SSB inh: 1.0

How did CCOC(CNC(=O)C(=O)NCC(c1ccco1)N1CCN(c2ccccc2F)CC1)OCC (configuration not stated) do in these assays?
PriA SSB inh: 4.0

How did CN(C1=CC(=O)c2ccccc2C1=O)c1ccccc1 do in these assays?
PriA SSB inh: 16.0

Results for CCC(C)=NNc1nc2sc3c(c2c(=O)[nH]1)CC(C)(C)OC3 ?
PriA SSB inh: -4.2

What do the screens show for `COc1ccccc1-c1cc2nc(C)cc(N3CCN(C/C=C/c4ccccc4)CC3)n2n1`?
PriA SSB inh: 27.0

Results for Cc1cc(C)cc(OCCNC(=O)[C@H](C)Oc2cccc(F)c2)c1 ?
PriA SSB inh: -26.0

What do the screens show for `O=C(Cc1ccsc1)NC[C@@](O)(c1cccs1)C1CC1`?
PriA SSB inh: -1.0

How did Cc1nc2ccccn2c(=O)c1NC(=O)Nc1ccc(F)cc1 do in these assays?
PriA SSB inh: -6.0

How did COc1cccc(C=NNC(=O)CNC(=O)CCc2ccccc2)c1O do in these assays?
PriA SSB inh: -13.3

What do the screens show for `Cc1ccccc1-n1ccnc1SCC(=O)Nc1nccs1`?
PriA SSB inh: 11.0

What do the screens show for `CCc1ccc(NC(=O)CC(C)=NNC(=O)COc2ccccc2C)cc1`?
PriA SSB inh: -4.8

Results for CCCCCOc1ccc(NC(=O)c2ccc(Br)o2)cc1 ?
PriA SSB inh: -16.0&-11.0

Results for O=C(c1cc2cc(F)ccc2s1)N1CCC(n2cc(-c3ccccc3)nn2)C1 (configuration not stated) ?
PriA SSB inh: 9.0

How did CNC(=O)CS(=O)(=O)C1CCN(C(=O)CCc2ccccc2Br)CC1 do in these assays?
PriA SSB inh: -16.0

How did O=C(c1ccccc1C(F)(F)F)N1CCN(c2ccc(-n3cccn3)nn2)CC1 do in these assays?
PriA SSB inh: -5.0

Results for CCCCOc1cccc(C(=O)N(Cc2cccnc2)c2nc3cc4c(cc3s2)OCO4)c1 ?
PriA SSB inh: -16.0

How did Cc1cc(C)c2c(n1)CCCN2 do in these assays?
PriA SSB inh: 0.0

How did O=C(Cc1cccs1)N1CCN(Cc2nc(-c3ccco3)cs2)CC1 do in these assays?
PriA SSB inh: -3.0

Results for NC(=O)c1ccc(NC(=O)CCCn2nc(-c3ccc(Cl)cc3)ccc2=O)cc1 ?
PriA SSB inh: -12.0

How did CN(CCCC(=O)N1CCN(c2ccccn2)CC1)S(=O)(=O)c1ccc2c(c1)C(=O)c1ccccc1C2=O do in these assays?
PriA SSB inh: 7.0

What do the screens show for `Fc1cccc(F)c1Nc1ccc(Br)cn1`?
PriA SSB inh: -8.0

Results for O=C(CCc1ccccc1Br)NCC1(c2ccccc2)CCOCC1 ?
PriA SSB inh: -4.0

What do the screens show for `COc1ccc(CCC(=O)NC[C@H](OC)c2ccsc2)cc1`?
PriA SSB inh: -17.0

How did Cc1csc(NC(=O)CSc2ncc(-c3ccc(Cl)cc3)n2C)n1 do in these assays?
PriA SSB inh: 4.0

Results for CCCCCC1CC(=NO)C=C(C)C1C(=O)OC (configuration not stated) ?
PriA SSB inh: -13.1

How did CCOc1cc(C2C(C(=O)Nc3ccccc3)=C(C)Nc3ncnn32)ccc1OC(=O)c1ccccc1 (configuration not stated) do in these assays?
PriA SSB inh: 0.0

What do the screens show for `COc1cccc(NC(=S)NCC2CCCO2)c1` (configuration not stated)?
PriA SSB inh: 0.0

Results for Cc1ccc(N2C(=O)N(c3ccccc3Cl)C3CS(=O)(=O)CC32)cc1C (configuration not stated) ?
PriA SSB inh: -3.0

Results for CC1CCCC(=CNc2ccc(C(=O)O)cc2)C1=O (configuration not stated) ?
PriA SSB inh: 8.6

How did O=C(Nc1ccc(CN2CCN(c3ccccn3)CC2)cc1)c1ccccc1C(F)(F)F do in these assays?
PriA SSB inh: 6.0

Results for COc1cc(-c2ccc(NC(=O)c3ccc(S(=O)(=O)N4CC(C)CC(C)C4)cc3)c(OC)c2)ccc1NC(=O)c1ccc(S(=O)(=O)N2CC(C)CC(C)C2)cc1 (configuration not stated) ?
PriA SSB inh: 5.0

What do the screens show for `O=C(CN1CCC2(CC1)NC(=O)N(Cc1ccc(Cl)cc1)C2=O)Nc1ccccc1F`?
PriA SSB inh: -16.0

How did Cc1c(Cl)cccc1S(=O)(=O)N1CCCN(S(=O)(=O)c2cnn(C)c2)CC1 do in these assays?
PriA SSB inh: -9.0

Results for Cn1c(=O)c(/C=C/c2cccnc2)nc2ccccc21 ?
PriA SSB inh: 9.0

Results for C=CS(=O)(=O)Cc1ccccc1 ?
PriA SSB inh: -9.0

What do the screens show for `Cc1ccc(-c2csc3nnc(SCC(=O)Nc4cccc(C)c4)n23)cc1`?
PriA SSB inh: -5.0

How did NC(=O)NN=Cc1cn(-c2ccccc2)nc1-c1ccccc1 do in these assays?
PriA SSB inh: 0.0

How did CS(=O)(=O)Nc1cnc(N2CCCC2)nc1 do in these assays?
PriA SSB inh: -13.0

Results for COc1ccc(C=NNC(=S)NCc2ccccc2)cc1OC ?
PriA SSB inh: 8.5

How did CN(C)S(=O)(=O)Nc1ccc(-c2csc(Nc3ccccc3Cl)n2)cc1 do in these assays?
PriA SSB inh: -13.0

How did O=C(NCCCO)C(=O)NC1CC1 do in these assays?
PriA SSB inh: -19.0

What do the screens show for `Cc1ccc(Cl)c2sc(N3CCOCC3)nc12`?
PriA SSB inh: -20.0

Results for COc1ccccc1[C@@H](O)Cn1cc(C(=O)NCCCn2cccn2)nn1 ?
PriA SSB inh: -9.0

How did C[C@](O)(CNC(=O)c1ccsc1)c1ccc(-c2ccccc2)cc1 do in these assays?
PriA SSB inh: -3.0

How did Cc1cc(=O)[nH]c(NC(=O)c2ccc(-n3cncn3)nn2)n1 do in these assays?
PriA SSB inh: 8.0

How did O=C1C2CC=CCC2C(=O)N1c1cccc([N+](=O)[O-])c1 (configuration not stated) do in these assays?
PriA SSB inh: 9.0

What do the screens show for `Cc1cccc(NC(=O)Cn2nnc3ccccc32)n1`?
PriA SSB inh: -17.0

What do the screens show for `C=CCn1c(SCC(=O)Nc2nsc(-c3ccccc3)n2)nc2sc3c(c2c1=O)CCCC3`?
PriA SSB inh: 1.0

What do the screens show for `COc1cc2nc(NC(=O)c3ccc(S(=O)(=O)N(C)C4CCCC4)cc3)sc2cc1OC`?
PriA SSB inh: -9.0

What do the screens show for `Cc1cn2c(N)c(C=C3C=Nc4ccccc43)c(=O)nc2s1`?
PriA SSB inh: -8.1

How did COc1ccc(C(=O)NCc2nnc(SCC(=O)c3ccccc3)n2Cc2ccccc2)cc1 do in these assays?
PriA SSB inh: 3.0

What do the screens show for `CCOc1ccc2c(c1)sc(=NC(=O)c1cccc(C(F)(F)F)c1)n2CCOC`?
PriA SSB inh: -10.0

What do the screens show for `COC(=O)CSC1CCN(C(=O)C2(c3ccc(Cl)cc3)CCCC2)C1` (configuration not stated)?
PriA SSB inh: -13.0

How did Cc1ccc2nc(N(CCN3CCOCC3)C(=O)c3ccnn3C)sc2c1 do in these assays?
PriA SSB inh: -10.0

What do the screens show for `O=[N+]([O-])c1cc(C=Nn2c(-c3ccncc3)n[nH]c2=S)ccc1Cl`?
PriA SSB inh: -4.2

How did Cc1ccc(-n2ccn(CC(=O)NCc3ccccc3Cl)c(=O)c2=O)cc1F do in these assays?
PriA SSB inh: -14.0&4.0

What do the screens show for `O=S(=O)(CCc1ccccc1)N1CCN(c2ccc3nncn3n2)CC1`?
PriA SSB inh: -7.0

A stretch taken from the entries so far, as a working copy:
How did CS(=O)(=O)Nc1cnc(N2CCCC2)nc1 do in these assays?
PriA SSB inh: -13.0

Results for COc1ccc(C=NNC(=S)NCc2ccccc2)cc1OC ?
PriA SSB inh: 8.5

How did CN(C)S(=O)(=O)Nc1ccc(-c2csc(Nc3ccccc3Cl)n2)cc1 do in these assays?
PriA SSB inh: -13.0

How did O=C(NCCCO)C(=O)NC1CC1 do in these assays?
PriA SSB inh: -19.0

Carrying on:
How did O=Cc1sc(=NS(=O)(=O)c2ccccc2)n(CCCCl)c1Cl do in these assays?
PriA SSB inh: -1.4

What do the screens show for `COc1ccc(Oc2c(C(F)(F)F)oc3c4c(ccc3c2=O)OCN(CC2CCCO2)C4)cc1` (configuration not stated)?
PriA SSB inh: -36.0

Results for CCCNC(=O)CSc1ccc(NC(=O)C2CC2)nn1 ?
PriA SSB inh: 0.0

Results for COc1cc(C(=O)Nc2cc(C(=O)N3CCC(Cc4ccccc4)CC3)ccc2N2CC3CC(C2)c2cccc(=O)n2C3)cc(OC)c1OC (configuration not stated) ?
PriA SSB inh: -7.0

Results for O=c1[nH]c(=S)[nH]c2sc3c(c12)CCC3 ?
PriA SSB inh: 18.0

How did CCCc1cc(=O)c2ccc(OCC(C)=NO)cc2o1 do in these assays?
PriA SSB inh: 3.6

How did COC(=O)CCn1c(=O)c2c(nc3n(-c4ccc(OC)c(Cl)c4)c(C)cn23)n(C)c1=O do in these assays?
PriA SSB inh: -7.0

What do the screens show for `Cc1cc(NC(=O)CCCSc2ccc(NC(=O)c3ccc(F)cc3)nn2)on1`?
PriA SSB inh: -20.0

How did O=C(c1cccc(C(F)(F)F)c1)N1CC(S(=O)(=O)Cc2ccco2)C1 do in these assays?
PriA SSB inh: 0.0

Results for O=C(NN=Cc1ccc(O)cc1)c1ccncc1 ?
PriA SSB inh: 4.6

Results for CC(=O)Nc1ccc(S(=O)(=O)N2CCC(c3nnc(-c4ccco4)o3)CC2)cc1 ?
PriA SSB inh: -6.0

What do the screens show for `C=CCc1cccc(C=NNC(=O)C(C)Nc2ccc(C)cc2)c1O` (configuration not stated)?
PriA SSB inh: 13.3

How did COC(=O)C1CC(Oc2ccccc2F)CN1C(=O)COc1ccccc1OC (configuration not stated) do in these assays?
PriA SSB inh: 2.0

How did COc1ccccc1OCC#CCNC(=O)C(C)(C)C do in these assays?
PriA SSB inh: -19.0

Results for Cc1cccc(NC(=O)NCCCn2ccnc2)c1 ?
PriA SSB inh: 24.2

Results for Cc1ccc(C(=O)ON=C(c2ccccc2)c2cccnc2)cc1 ?
PriA SSB inh: -11.9

How did COc1cc2c(cc1OC)CN(C(=O)CSc1nc3scc(-c4ccccc4Cl)c3c(=O)n1-c1ccccc1)CC2 do in these assays?
PriA SSB inh: -2.0

Results for O=C(NCC1CCCO1)C(=O)NCC(c1ccc2c(c1)OCO2)N1CCN(c2ccc(F)cc2)CC1 (configuration not stated) ?
PriA SSB inh: 2.0&5.0

What do the screens show for `Oc1cccc(C=NNc2ccc(Cl)nn2)c1`?
PriA SSB inh: -4.9

How did Cc1cc(N2CCN(C(c3ccccc3)c3ccccc3)CC2)n2nc(C(F)(F)F)nc2n1 do in these assays?
PriA SSB inh: -6.0&5.0

Results for CC1(C)CC(=O)C2=C(C1)N=c1sc(=Cc3ccc(F)c(F)c3)c(=O)n1C2c1ccc(F)cc1 (configuration not stated) ?
PriA SSB inh: -9.4

How did COc1cccc(CNC(=O)Cn2c(C)nc3c(sc4cccc(F)c43)c2=O)c1 do in these assays?
PriA SSB inh: 2.0

Results for COc1ccccc1N1CCN(c2nccnc2SCC(=O)Nc2ccc(C)c(F)c2)CC1 ?
PriA SSB inh: 6.0

What do the screens show for `O=C(Cc1csc(NC(=O)c2ccc(Cl)cc2)n1)Nc1ccccc1F`?
PriA SSB inh: -5.0

Results for Cc1ccc(-c2noc(-c3c(C)cc(C)n(CC(=O)NCc4ccc5c(c4)OCO5)c3=O)n2)cc1 ?
PriA SSB inh: -7.0

What do the screens show for `Cc1cc(C)n(-c2ccc(CCC(=O)NCc3ccc(OC(F)(F)F)cc3)cc2)n1`?
PriA SSB inh: -20.0

How did O=C(c1ccccc1C(F)(F)F)N1CCN(c2cnnc(N3CCOCC3)c2)CC1 do in these assays?
PriA SSB inh: -8.0

How did O=C(CSC1CCCC1)NCc1ccc(C(=O)c2ccsc2)s1 do in these assays?
PriA SSB inh: -18.0

How did CC(C)CCNC(=O)CSc1ncc(-c2ccc(Br)cc2)o1 do in these assays?
PriA SSB inh: -2.0

What do the screens show for `COc1ccc(-c2c(C)nn3c(NN)cc(C)nc23)cc1OC`?
PriA SSB inh: 25.0

How did COc1ccccc1CNC(=O)Cc1cc(-c2ccccc2F)on1 do in these assays?
PriA SSB inh: 3.0

How did O=C(Nc1onc2c1CCC2)C1COc2ccccc2O1 (configuration not stated) do in these assays?
PriA SSB inh: -11.0

What do the screens show for `O=S(=O)(CCCOc1ccccc1)N1CCc2cnc(N3CCOCC3)nc2C1`?
PriA SSB inh: 7.0

Results for N#Cc1nccnc1OC1CCC(NC(=O)NCc2ccc(F)cc2)CC1 (configuration not stated) ?
PriA SSB inh: -3.0

How did O=C(Nc1ccc(F)c(F)c1)c1cc(=O)c(OCc2ccc(F)cc2)co1 do in these assays?
PriA SSB inh: -11.0

How did COc1ccccc1N1CCN(C(=O)CCCn2c(=O)[nH]c3ccccc3c2=O)CC1 do in these assays?
PriA SSB inh: -2.0

How did CCOc1ccccc1/C=N\NC(=O)CNC(=O)COc1ccccc1 do in these assays?
PriA SSB inh: -5.0

Results for CCCS(=O)(=O)CC(N)=NOC(=O)c1ccccc1Cl ?
PriA SSB inh: -7.8

How did Nc1nonc1NN=Cc1c(O)ccc2ccccc12 do in these assays?
PriA SSB inh: -5.1

Results for Cc1cc(N)nc(N2CCN(c3ccccc3Cl)CC2)n1 ?
PriA SSB inh: -2.0
